Screening results deposited in PubChem by National Center for Advancing Translational Sciences (NCATS).
p53 reactivator: restores transcriptional activity of mutant p53; H1299 p53-A138V BP100-luciferase reporter, luminescence, 24 h; Potency, µM (series often up to 92.2 µM), without a hit: at the top dose activity change, positive = activation, actives largely listed as activators; hit rate 0.063% among 320,000; note: potency is the fitted concentration of half-maximal effect; % of control where 0% means no effect; nearly all actives have a fitted effect of over 45% in size
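p53-null H1299 cells stably carrying temperature-sensitive p53-A138V and a BP100-luciferase reporter were pinned with compounds (4-point, 1:5 series) and held 24 hrs at 37 deg C. Luminescence was read 10 min after detection reagent.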
Rab9 prom act: Rab9 promoter activation; Potency, µM (series often up to 9.22 µM), without a hit: at the top dose activation, negative = inhibition, actives largely listed as activators; Huh7 Rab9 promoter-luciferase reporter, luminescence, 24 h; AID 485297; hit rate 2.8% among 320,000; note: potency is the fitted concentration of half-maximal effect; % of control where 0% means no effect; nearly all actives have a fitted effect of over 60% in size
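Quantitative HTS format; Huh7 Rab9-luciferase reporter cells (1500/well) receive compound 2 h post-plating, incubate 24 h at 37 °C, then get luciferase reagent for 10 min before luminescence reading.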
FLuc counter: firefly luciferase modulation, counter-screen for miR-21 project | AID 588342 | Potency, µM (series often up to 57.5 µM), without a hit: at the highest dose activity change, negative = inhibition, most hits filed as inhibitors | P08659 | purified FLuc, Km substrates, luminescence inhibition | hit rate 6.9% among 360,000;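 note: potency is the fitted concentration of half-maximal effect; plate controls were vehicle for no effect and reference inhibitor for full effect; nearly all actives have a fitted effect of over 55% in size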
Target sequence (P08659 whole entry, looked up): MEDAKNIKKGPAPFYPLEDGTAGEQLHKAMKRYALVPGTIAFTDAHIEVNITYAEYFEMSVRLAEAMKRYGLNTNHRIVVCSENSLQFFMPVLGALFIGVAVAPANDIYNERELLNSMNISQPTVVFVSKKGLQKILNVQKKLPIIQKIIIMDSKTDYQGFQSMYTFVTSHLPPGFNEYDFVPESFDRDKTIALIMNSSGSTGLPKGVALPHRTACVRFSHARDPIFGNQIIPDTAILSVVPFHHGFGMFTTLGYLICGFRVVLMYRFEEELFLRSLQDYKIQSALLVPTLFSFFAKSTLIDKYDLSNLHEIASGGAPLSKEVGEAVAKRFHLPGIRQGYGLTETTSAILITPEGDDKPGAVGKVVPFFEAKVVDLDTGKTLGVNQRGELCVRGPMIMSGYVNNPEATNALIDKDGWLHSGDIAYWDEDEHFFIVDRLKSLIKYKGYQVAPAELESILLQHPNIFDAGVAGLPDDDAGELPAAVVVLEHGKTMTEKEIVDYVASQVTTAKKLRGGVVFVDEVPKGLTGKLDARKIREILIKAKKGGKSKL
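Purified P. pyralis luciferase (10nM final) with 10uM D-luciferin and 10uM ATP (Km levels) in 50mM Tris acetate pH 7.5, 10mM Mg acetate, 0.01% Tween-20, 0.05% BSA; qHTS 6-point titration, ~60 µM downward; luminescence read.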
ELG1 genotox: genotoxicity induction in ELG1-luciferase HEK293T cells. HEK293T ELG1-luciferase reporter, luminescence, 16 h. Potency, µM (doses to about 46 µM), inactives show top-dose activity change, positive = activation, most hits filed as activators. hit rate 1.3% among 330,000. AID 504466; note: potency is the fitted concentration of half-maximal effect; % of control where 0% means no effect; nearly all actives have a fitted effect of over 60% in size
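HEK293T cells expressing luciferase-tagged ELG1 were exposed to compound or DMSO vehicle for 16 hr at 37 °C and 5% CO2. Luciferase activity was then measured with ONE-Glo after 30 min at room temperature.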
RORgamma inh: blocks mouse ROR gamma transcriptional activity | AID 2551 | Potency, µM (doses to about 53.6 µM), for inactives: at the top dose activity change, negative = inhibition, actives largely listed as inhibitors | P51450 | Drosophila S2 Gal4-RORgamma UAS-luciferase reporter, 20 h | hit rate 5.4% among 310,000; note: potency is the fitted concentration of half-maximal effect; % is set by controls: 0 for no effect and ±100 for the full control effect; nearly all actives have a fitted effect of over 60% in size
Target sequence (P51450 whole entry, looked up, the tested form may be a part): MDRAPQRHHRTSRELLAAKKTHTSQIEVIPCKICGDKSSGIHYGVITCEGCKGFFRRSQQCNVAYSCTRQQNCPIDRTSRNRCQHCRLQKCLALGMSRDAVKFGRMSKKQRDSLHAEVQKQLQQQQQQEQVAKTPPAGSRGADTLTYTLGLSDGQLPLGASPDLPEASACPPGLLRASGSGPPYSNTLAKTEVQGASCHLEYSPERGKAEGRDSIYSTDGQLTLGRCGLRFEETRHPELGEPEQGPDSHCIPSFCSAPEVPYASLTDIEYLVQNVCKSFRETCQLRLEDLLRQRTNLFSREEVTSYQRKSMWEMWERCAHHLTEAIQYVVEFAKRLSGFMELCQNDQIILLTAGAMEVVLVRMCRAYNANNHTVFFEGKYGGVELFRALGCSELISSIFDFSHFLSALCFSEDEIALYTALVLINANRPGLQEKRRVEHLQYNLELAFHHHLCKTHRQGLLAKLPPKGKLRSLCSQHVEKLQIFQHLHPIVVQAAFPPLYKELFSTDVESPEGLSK
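Drosophila S2 cells stably expressing Gal4-DBD/mouse RORγ fusion under metallothionein promoter plus UAS-luciferase; compound 1 h, then 700 uM CuSO4 induction for 20 h at ambient temperature; inhibition read as reduced luminescence.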
BRCA1 expr act: BRCA1 expression activation. Potency, µM (highest dose often 46.1 µM), for the others: at the top dose activation, most hits filed as activators. MCF7-BRCA1-FFLuc reporter, luminescence, 48 h; response scale: scaled: vehicle 0%, 10 µM genistein 100%. hit rate 1.1% among 380,000; note: potency is the fitted concentration of half-maximal effect; nearly all actives have a fitted effect of over 80% in size; some results filed as inactive show a strong effect at the top dose
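Cells: MCF7-BRCA1-FFLuc, 2000/well. Exposure: 48 h, 37 °C, 5% CO2. Read: luminescence, 15 min post-substrate. Controls: genistein 10 microM (maximal activation), DMSO (neutral).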
Gal4-VP16 FLuc: Gal4-VP16 reporter inhibition counter-screen; Drosophila S2 Gal4-VP16 UAS-luciferase, luminescence, 20 h; Potency, µM (doses to about 53.6 µM), for inactives: at the highest dose activity, negative = inhibition, actives largely listed as inhibitors; hit rate 3.5% among 310,000;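 note: Gal4-VP16 expression switched on by copper sulfate through the metallothionein promoter; potency is the fitted concentration of half-maximal effect; % is set by controls: 0 for no effect and ±100 for the full control effect; nearly all actives have a fitted effect of over 50% in size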
NPC1 promoter act: activates the NPC1 promoter | Potency, µM (highest dose often 9.22 µM), for the others: at the highest dose activation, usual class: activators | Huh7 NPC1 promoter luciferase reporter, 24 h | hit rate 2.4% among 320,000;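 note: potency is the fitted concentration of half-maximal effect; % of control where 0% means no effect; nearly all actives have a fitted effect of over 60% in size; reporter is driven by a mutant NPC1 promoter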
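Readout is luciferase luminescence, reflecting NPC1 promoter activation in stably transfected Huh7 cells after 24 h compound exposure at 37 °C in reduced-serum medium with 10% FBS.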
TRPV1 agonist: activates the human vanilloid receptor TRPV1; Q8NER1; TRPV1-expressing cells, Fluo-8 calcium influx, agonist mode; activation, % at 8.33 µM; hit rate 0.19% among 320,000; AID 540275; in the data active = activation above about 80%; inconclusive = between about 30% and that limit; note: 0% is about no effect
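Fluo-8 calcium influx in TRPV1-expressing cells, kinetic read (ex 480/em 520 nm). Compound added and read 3 min for agonist activity, followed by capsaicin at EC20 final and 2 min further read for enhancement.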
ELG1 repair inh: inhibitors of ELG1-dependent DNA repair in HEK293T cells; HEK293T ELG1-luciferase reporter, luminescence, 16 h; DNA damage induced by 5-fluorouridine; hit rate 2.3% among 330,000; Potency, µM (highest dose often 46.1 µM), for inactives: top-dose activity change, negative = inhibition, most hits filed as inhibitors; note: potency is the fitted concentration of half-maximal effect; % is set by controls: 0 for no effect and ±100 for the full control effect; nearly all actives have a fitted effect of over 55% in size
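5-Fluorouridine DNA damage + compound/DMSO, 2,000 cells/well, 16 h, 37 °C/5% CO2. ONE-Glo, 30 min RT, luminescence. Readout = decrease in reporter signal.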
Tb PFK block: inhibitors of T. brucei phosphofructokinase; T. brucei PFK, ADP-Glo luminescence; Potency, µM (doses to about 57.5 µM), without a hit: at the top dose activity, negative = inhibition, most hits filed as inhibitors; hit rate 0.17% among 330,000; O15648;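 note: potency is the fitted concentration of half-maximal effect; 0% = uninhibited 1x PFK enzyme wells and -100% = no-enzyme wells; nearly all actives have a fitted effect of over 60% in size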
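PFK 1.25 nM, F6P 0.5 mM, ATP 0.1 mM, 0.1 M TEA pH 8.0, 5 mM MgCl2, 0.01% Tween20, 0.1% BSA; 45 min RT. ADP-Glo readout. qHTS titration up to 57 uM; curves fitted, compounds curve-classed.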
Numbers without * were called inactive; ? = inconclusive; / = no result given; [ ] = dose if it differs, or a comment. Unless noted, calls come from the whole dose curve; as a rule, active = well fitted curve in the direction sought with a large enough effect; inconclusive = small, poorly fitted or top-dose-only effect, or another doubt; inactive = no such curve, though single readings can be large; an effect the other way counts as inactive or inconclusive.

SMILES | p53 reactivator | Rab9 prom act | FLuc counter | ELG1 genotox | RORgamma inh | BRCA1 expr act | Gal4-VP16 FLuc | NPC1 promoter act | TRPV1 agonist | ELG1 repair inh | Tb PFK block
COc1ccccc1-n1cnc2c(c1=O)c1nc3ccccc3nc1n2-c1ccc(C)cc1 | -10% | -12% | -2% | 0% | ? | -3% | -1% | -3% | -4 | ? | -11%
COc1ccccc1N1CCN(CC(=O)N2N=CCC2c2ccccc2)CC1 (stereo not given) | -2% | -2% | -1% | -2% | 24% | -4% | 0% | -1% | -1 | 1% | 0%
COc1ccc(S(=O)(=O)NC(N)=NCCc2ccccc2)cc1 | -2% | 1% | 4% | -7% | 10% | 10% | -10% | 1% | -1 | -11% | -2%
CCN1C(=O)c2ccccc2S(=O)(=O)c2ccc(C(=O)NCCCN(CC(C)C)CC(C)C)cc21 | 6% | -6% | 4% | 1% | 0% | -20% | 15% | -6% | -5 | 19% | 5%
Cc1cc2n(n1)C(c1cccs1)Nc1ccccc1-2 (stereo not given) | -3% | -2% | 0% | 4% | 28% | -25% | 11% | 0% | -5 | -3% | 2%
COc1ccc([C@H]2CC(=O)C=C(c3cccc(CO)c3)C2)cc1OC | -21% | 1% | 2% | 0% | / | 0% | / | -4% | 4 | ? | 0%
Cc1csc(SCC(=O)NC(C)c2ccccc2)n1 (stereo not given) | 3% | -1% | 1% | 9% | 11% | 4% | 2% | 0% | 0 | 4% | -1%
CC(OC(=O)c1cc(S(=O)(=O)N(C)C)ccc1N1CCCC1)C(=O)NCc1ccccc1 (stereo not given) | 1% | 3% | 1% | 1% | 20% | -2% | 2% | 0% | 0 | -3% | 1%
COc1ccc(/C=C2/SC(=O)NC2=O)cc1 | 12% | 3.2µM* | 4.3µM* | ? | -6% | 74% | -10% | ? | 1 | ? | -1%
Cc1ccc(Cn2ncc3c(N4CCN(CCc5ccccc5)CC4)ncnc32)cc1 | 12% | -28% | 0% | -7% | 2% | -14% | -2% | -21% | 2 | 3.7µM* | -7%
Cc1ccc(S(=O)(=O)Nc2ccc3c(c2)CC(=O)N([C@H](C)CO)C[C@@H](C)[C@H](CN(C)S(=O)(=O)c2ccccc2)O3)cc1 | 11% | / | / | 1% | / | -2% | / | / | / | -15% | 0%
CCOc1ccc(CCNc2nc3ccccc3n3cnnc23)cc1OCC | -2% | -8% | -11% | 0% | 17% | -34% | -14% | -5% | 1 | 21µM* | 1%
CCC1(CC)NC(=O)N(CC(=O)Nc2ccc(OCc3ccccc3)cc2)C1=O | 5% | / | / | 0% | / | 31% | / | / | / | ? | -1%
N#CCC(=O)N/N=C/c1ccccc1Cl | 2% | -1% | -1% | 2% | -4% | -23% | 9% | 0% | -5 | 25% | -9%
CCCc1cc(C(=O)Nc2cccc([N+](=O)[O-])c2)cs1 | 11% | ? | 11µM* | 14% | ? | ? | -3% | ? | ? | ? | -8%

Sorted by molecular weight (smallest number first): 4 of the compounds above.
SMILES | p53 reactivator | Rab9 prom act | FLuc counter | ELG1 genotox | RORgamma inh | BRCA1 expr act | Gal4-VP16 FLuc | NPC1 promoter act | TRPV1 agonist | ELG1 repair inh | Tb PFK block
N#CCC(=O)N/N=C/c1ccccc1Cl | 2% | -1% | -1% | 2% | -4% | -23% | 9% | 0% | -5 | 25% | -9%
COc1ccc(/C=C2/SC(=O)NC2=O)cc1 | 12% | 3.2µM* | 4.3µM* | ? | -6% | 74% | -10% | ? | 1 | ? | -1%
Cc1cc2n(n1)C(c1cccs1)Nc1ccccc1-2 (stereo not given) | -3% | -2% | 0% | 4% | 28% | -25% | 11% | 0% | -5 | -3% | 2%
Cc1ccc(Cn2ncc3c(N4CCN(CCc5ccccc5)CC4)ncnc32)cc1 | 12% | -28% | 0% | -7% | 2% | -14% | -2% | -21% | 2 | 3.7µM* | -7%

Further results follow:
SMILES | p53 reactivator | Rab9 prom act | FLuc counter | ELG1 genotox | RORgamma inh | BRCA1 expr act | Gal4-VP16 FLuc | NPC1 promoter act | TRPV1 agonist | ELG1 repair inh | Tb PFK block
CN(C)c1ccc(/C=C2\CCCc3c2nc2ccccc2c3C(=O)O)cc1 | ? | 0.89µM* | 4.3µM* | 12µM* | 33% | ? | -15% | 2.5µM* | 0 | ? | -1%
CCCN1C2CCCC1CC(NC(=O)c1cccc(Cl)c1)C2 (stereo not given) | / | 0% | -1% | -2% | -24%[1.91 µM] | 1% | -2% | 5% | 2 | -9% | 0%
Cc1ccccc1NC(=O)/C(C#N)=C/c1ccc(-c2ccc(Cl)c(C(=O)O)c2)o1 | / | 3.2µM* | 19µM* | 12% | -33% | ? | 18µM* | 2.8µM* | 0 | ? | 4%
O=C(CSc1nc2ccccc2s1)N1c2ccccc2Sc2ccc(Cl)cc21 | -1% | -5% | 0% | 0% | -1% | -35% | -5% | 0% | -2 | -4% | -2%
COC(=O)c1ccsc1NC(=O)C1=COCCO1 | -2% | 0% | 1% | 6% | 11% | 0% | 0% | 1% | / | 5% | 0%
O=C(CCCNC(=O)/C(=C/c1ccccc1F)NC(=O)c1ccccc1)OCc1ccccc1 | 8% | -5% | -1% | -1% | -26% | -8% | -7% | 6% | -3 | ? | -2%
CCCn1cnc2cc(NCc3cccc(OC)c3)ccc21 | 5% | ? | 17µM* | 16% | 7% | 5µM* | 19% | ? | -1 | ? | -7%
C=CCn1c(CCc2ccccc2)nnc1SCC(N)=O | 21% | -1% | -1% | 0% | 20% | 0% | 1% | -2% | -2 | 1% | 3%
CCOC(=O)N1CCN(CC(O)COc2ccccc2[N+](=O)[O-])CC1 (stereo not given) | 10% | -3%[1.84 µM] | 4% | 0% | 43% | 11% | 13% | -2% | -2 | 3% | -21%
CN=C1S/C(=C\c2c(OC)cc(OC)cc2OC)C(=O)N1C | 7% | -2% | -3% | 6% | -17% | -31% | -1% | -3% | 1 | -16% | 1%
CCOC(=O)c1sc(-c2ccc(OC)cc2)cc1N | ? | 1.3µM* | ? | ? | -13% | ? | -15% | 2.2µM* | 0 | ? | -4%
Cc1ccc(CN2CCN(C(=O)C3CCCO3)CC2)cc1 (stereo not given) | -5% | -12% | 1% | 0% | -5% | 1% | -2% | -2% | 0 | 0% | -3%
CN(C(=O)c1cccnc1)c1nc(-c2ccccc2)cs1 | 20% | ? | -18% | 0% | 10% | ? | 7% | ? | -3 | ? | 1%
CC(C(=O)NCCC1=CCCCC1)c1ccc([N+](=O)[O-])cc1 (stereo not given) | -3% | 0% | 1% | -7% | 28% | -17% | -11%[10 µM] | 0% | ? | -11% | -1%
C=CCOc1ccc(/C=N/NC(=O)c2c(C)nc3ccc(Cl)cn23)cc1 | / | 2% | 1% | 0% | 2.2µM* | 2% | 10µM* | -6% | 1 | 0% | 0%
CN(C)S(=O)(=O)c1cccc(NC(=S)Nc2cccc3cnccc23)c1 | 0% | -14% | ? | -14% | ? | -63% | ? | -5% | -1 | 21µM* | 0%
CS(=O)(=O)N1Cc2ccccc2CC1C(=O)OCC(=O)Nc1ccc2ccccc2c1 (stereo not given) | 0% | -1% | -1% | 1% | 28% | 21% | 0% | 5% | -3 | -1% | ?
CC(NC(=O)[C@H](C)N1C(=O)N2CCc3c([nH]c4ccccc34)[C@@]2(C)C1=O)c1ccccc1 (stereo not given in full) | 4% | -9% | -9% | -5% | 34% | -32% | -5% | 2% | 4 | ? | 0%
Cc1cc(NC(=O)CSc2nnc(C(F)(F)F)n2C)no1 | 0% | / | / | 2% | / | -2% | / | / | / | 16% | -1%
Cc1cccc(C)c1NC(=O)CSC(=O)c1sc2ccccc2c1Cl | -1% | 0% | -1% | -2% | -5% | 0% | -3% | -4% | 3 | -5% | 1%
Cc1cccc(NC(=O)COc2ccccc2C(=O)NC(C)c2ccccc2)c1 (stereo not given) | 1% | -3% | 0% | -2% | 6% | -58% | -13% | 0% | -3 | 7% | -11%
O=C1CSC(c2cccc(F)c2)N1c1ccc(O)cc1 (stereo not given) | -3% | -7% | -1% | -2% | 22% | 0% | -6% | -3% | 0 | -10% | -2%
CC(C)CCN1CCN(Cc2cnc(N3CCCC3)s2)CC1CCO (stereo not given) | 3% | 8% | -1% | 1% | 6% | 2% | -4% | -1% | -3 | 8% | 3%
O=C(Nc1sc2c(c1C(=O)O)CCC2)c1ccco1 | ? | 22% | ? | ? | 33% | 83% | 4% | 17% | -3 | ? | 8%
COc1ccc(C(C(=O)NC2CCCC2)N(C(=O)c2snc(-c3ccc(F)cc3)c2N)c2ccc(OC)cc2)cc1 (stereo not given) | 7% | -2% | -9% | -1% | -1% | 4% | -3% | -8% | 0 | -4% | 1%
